# Compound activity from PubChem BioAssay.
# KDM5B inhibitor: inhibitors of human KDM5B histone demethylase; AID 1347165; KDM5B demethylase, FDH-coupled NADH fluorescence (FDH is formaldehyde dehydrogenase); Q9UGL1; 2.6% of 220,000 active; Potency, µM (titrated, usually from 57.7 µM), for the others: at the highest dose activity change, negative = inhibition, most hits filed as inhibitors; active means well fitted inhibition curve with a large enough effect; inconclusive means small, poorly fitted or top-dose-only effect; inactive means no such curve, though single readings can be large or run the other way; further: 0% is about no effect; nearly all actives have a fitted effect of over 70% in size
# Target sequence (Q9UGL1 whole entry, looked up): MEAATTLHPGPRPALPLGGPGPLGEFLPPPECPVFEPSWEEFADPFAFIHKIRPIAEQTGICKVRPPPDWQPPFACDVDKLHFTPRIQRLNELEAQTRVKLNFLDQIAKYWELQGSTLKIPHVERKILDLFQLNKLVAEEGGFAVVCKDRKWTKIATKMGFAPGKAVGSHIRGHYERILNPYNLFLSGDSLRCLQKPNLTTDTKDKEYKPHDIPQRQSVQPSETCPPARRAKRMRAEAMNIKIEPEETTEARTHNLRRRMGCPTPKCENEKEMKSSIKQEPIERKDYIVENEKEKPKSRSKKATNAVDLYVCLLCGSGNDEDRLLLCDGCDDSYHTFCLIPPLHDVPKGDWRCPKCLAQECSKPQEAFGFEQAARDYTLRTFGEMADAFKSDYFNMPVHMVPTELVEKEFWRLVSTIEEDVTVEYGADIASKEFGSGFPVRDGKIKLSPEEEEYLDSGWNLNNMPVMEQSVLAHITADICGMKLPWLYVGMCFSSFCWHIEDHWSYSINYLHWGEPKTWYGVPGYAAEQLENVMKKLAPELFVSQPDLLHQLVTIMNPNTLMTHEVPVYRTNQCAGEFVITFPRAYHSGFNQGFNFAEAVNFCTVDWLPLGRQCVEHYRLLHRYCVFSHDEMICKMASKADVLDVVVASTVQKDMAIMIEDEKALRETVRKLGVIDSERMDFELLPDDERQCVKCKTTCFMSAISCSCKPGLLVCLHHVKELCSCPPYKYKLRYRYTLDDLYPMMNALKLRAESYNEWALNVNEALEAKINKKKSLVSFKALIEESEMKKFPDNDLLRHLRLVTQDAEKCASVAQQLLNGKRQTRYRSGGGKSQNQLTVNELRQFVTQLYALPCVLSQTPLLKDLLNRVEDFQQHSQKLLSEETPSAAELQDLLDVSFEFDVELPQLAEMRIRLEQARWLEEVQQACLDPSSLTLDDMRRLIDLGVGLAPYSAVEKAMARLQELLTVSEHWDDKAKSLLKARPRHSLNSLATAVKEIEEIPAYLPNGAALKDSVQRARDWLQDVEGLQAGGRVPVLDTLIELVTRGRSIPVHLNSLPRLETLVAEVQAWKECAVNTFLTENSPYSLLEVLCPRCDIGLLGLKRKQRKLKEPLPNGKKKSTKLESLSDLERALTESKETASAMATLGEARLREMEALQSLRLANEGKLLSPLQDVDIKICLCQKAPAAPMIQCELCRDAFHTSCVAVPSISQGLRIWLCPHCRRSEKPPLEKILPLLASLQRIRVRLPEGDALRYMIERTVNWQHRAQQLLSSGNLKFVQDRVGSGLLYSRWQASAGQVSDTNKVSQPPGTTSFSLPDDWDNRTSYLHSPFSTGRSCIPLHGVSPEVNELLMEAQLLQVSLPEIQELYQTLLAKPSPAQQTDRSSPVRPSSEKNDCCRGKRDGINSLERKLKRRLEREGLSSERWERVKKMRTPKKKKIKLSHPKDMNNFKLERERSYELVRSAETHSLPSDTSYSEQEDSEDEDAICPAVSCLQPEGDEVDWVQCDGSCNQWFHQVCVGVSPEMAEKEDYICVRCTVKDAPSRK
#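 KDM5BΔAP (200 nM final) in 50 mM HEPES pH 7.5, 0.01% Tween-20 was preincubated 10 min at RT with compound over a concentration range. Substrate mix (H3K4me3 12.5 µM, α-KG 25 µM, Fe²⁺, ascorbate, NAD⁺, FDH) was added, and NADH fluorescence change over 30 min gave dose-response curves.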
# The depositor's hits bear a star; i = inactive; ? = inconclusive; & = joins results of further samples; [ ] = dose if it differs, or a comment. Potency means the concentration at half of the fitted maximal effect. An excerpt; count on the stated rates, not on these rows.
compound | KDM5B inhibitor
O=C(Cn1c(=O)n(Cc2nc(-c3ccccc3)no2)c(=O)c2ccccc21)Nc1cccc(Cl)c1 | 19%
O=C(NCc1ccccc1)c1nnc(Cc2cccc(F)c2)o1 | -26%
Cc1cn2nc(C(=O)NCc3ccc(F)cc3F)cc2c(=O)[nH]1 | -47%
O=C(CNc1nc(Cl)nc2nc[nH]c12)NCCCO | 7%
O=C(CN1CCn2nnc(-c3nc(-c4ccccc4)no3)c2C1=O)Nc1ccc(Cl)cc1 | -1%
Cc1c[nH]c(C=O)c1C | 10%
COCCC(=O)N1CCC(N2C[C@H](O)C[C@H]2C(=O)NCc2cccc(OC)c2)CC1 | 10%
CCOC(=O)CC(NC(=O)Cn1nnc(-c2ccc(C(F)(F)F)cc2)n1)c1ccc(OC)cc1 (stereo not given) | -23%
O=C(CCC[C@@H]1[C@H]2CCCN3CCC[C@@H](CN1Cc1cccnc1)[C@@H]23)NCc1cccnc1 | ?
NC(=S)NNC(=O)c1cccc(Cl)c1 | 25%
O=Cc1cccc(-c2cncnc2)c1 | 4%[230 µM]
CNC(=O)[C@@H]1CN(C(=O)c2ccc(OC)nc2)C[C@H]1COC | 25%
COCCCNC(=O)Cc1c(C)c2c(O)cc(C)cc2oc1=O | 7%
CN(CC(=O)NC(=O)NC1CCCC1)Cc1ccco1 | 21%
COCc1nc2nc(-c3ccccc3)c(-c3ccnc(OC)c3)cc2n1C | -12%[86.2 µM]
Cc1cccc2cc(CN(CC(C)C)C(=O)c3ccco3)c(=O)[nH]c12 | -23%
Cc1ccc(-c2nnc(Nc3ccc(Cl)cc3)c3ccccc23)cc1S(=O)(=O)NCC1CCCO1 (stereo not given) | ?
Cc1[nH]c2ccccc2c1CC(=O)NC1CCCc2nc(N(C)C)ncc21 (stereo not given) | ?
CCCc1nn2c(=O)cc(COC(=O)c3ccccc3NC(=O)c3ccc(OCC)cc3)nc2s1 | -19%
COCc1cc(C)n(CC(=O)Nc2cc(C(F)(F)F)ccc2Cl)c(=O)c1C#N | ?
COc1cccc(CN2CC(C(=O)NC3CCC3)CCC2=O)c1 (stereo not given) | 14%
O=C(CC1CCN(S(=O)(=O)c2ccccc2F)C1)NCc1ccccc1 (stereo not given) | 16%
CCn1cc(C(=O)NCCOc2ccccc2OC)c2ccccc21 | 5%
C=CCC1(C(=O)O)CCCN(C(=O)CCCc2ccc(OC)cc2)C1 (stereo not given) | 16%
O=C(CN1CC2CC(C1)[C@H]1CCCC(=O)N1C2)NCc1ccc2c(c1)OCO2 (stereo not given in full) | -9%
COc1cc(CN2CCOc3ccc(C(=O)NCc4ccccc4F)cc3C2)ccc1O | 1%
COc1ccccc1NC(=O)Nc1ccc(NC(=O)c2ccccc2O)cc1 | ?
Cc1c(CN2CCCC(C(=O)Nc3cccc(-c4cc5ccccc5[nH]4)c3)C2)cnn1C (stereo not given) | 28µM*
CCN(CC)C(=O)CC[C@@H]1CNC(=O)[C@@H]2C[C@H](NCc3ccc(OC)cc3)CN12 | ?
CSCC(=O)N1CC[C@H](NC(=O)Nc2cccc(SC)c2)[C@H]1C(=O)N[C@H](Cc1ccccc1)C(N)=O | 16%
O=C(OCCCC(F)(F)C(F)(F)F)c1cccc([N+](=O)[O-])c1 | 11%
Cc1cc(C)cc(OC(C)C(=O)Nc2nc3c(s2)CCCC3)c1 (stereo not given) | ?
O=C(NCc1ccco1)c1ccc2c(c1)N(Cc1c(F)cccc1Cl)C(=O)c1ccccc1S2 | -41%
O=C(NC[C@H]1OC[C@@H](N(Cc2ccccc2)Cc2ccccc2)[C@@H]1O)Nc1ccccc1 | -24%[86.2 µM]
O=C(OCC1CCCO1)c1ccc2c(c1)N(Cc1cccc(F)c1)C(=O)c1ccccc1S2(=O)=O (stereo not given) | -14%
C[C@@H]1CN(C(=O)c2cc(-c3ccco3)nc3c(Cl)cccc23)C[C@]1(C)O | i
CC(C)[S+](=O)([O-])N1CC2ON=C(C(=O)O)C2C1 (stereo not given) | 27%[149 µM]
CC(C)c1nn(C)c(N(C)C)c1CNC(C)c1nnc2n1CCC2 (stereo not given) | -20%
O=C1CC(c2nc(-c3ccc4nc[nH]c4c3)no2)CN1Cc1cccnc1 (stereo not given) | 40%[activator]
CCN(CCCNC(=O)c1ccc(Sc2ccc(C)cc2)c(NC(C)=O)c1)c1cccc(C)c1 | ?
CCCCCNc1ncnc2c1CN(C1CCCNCC1)C(=O)CN2C (stereo not given) | ?
O=C(NCC1CCCCC1)c1ccc(Br)o1 | 15%
CCOc1ccccc1C(C(=O)NC1CCCCC1)N(C(=O)c1csnn1)C1CC1 (stereo not given) | 17%
CC1=C(C(=O)Nc2ccccc2C)C(c2ccc(C(C)(C)C)cc2)NC(=S)N1 (stereo not given) | -27%
CCN1C(=O)CCC2(C(=O)NCCN(C)C3CCCCC3)CCCC=C12 (stereo not given) | -22%
O=C(NCc1cccs1)c1ccc2nccn2c1 | 35µM*
O=C(c1ccc2c(c1)OCO2)N1CCCC2(CC(c3ccccn3)=NO2)C1 (stereo not given) | -2%[115 µM]
CC1=C[C@@H](CN2CCC(CO)CC2)[C@H](C(C)C)C[C@H]1Cc1nnc(-c2ccncc2)o1 | -9%[86.2 µM]
CNC(=O)c1cccc(-c2cnc(Nc3cccc(C(F)(F)F)c3)c3c2CCO3)c1 | 13µM*
NC(=O)Cn1ccc2cc(OCC3CCN(c4cnccn4)CC3)cnc21 | ?
CN[C@H](C(=O)N[C@H]1C[C@@](O)(C(=O)N[C@@H](Cc2cccs2)C(N)=O)C[C@@H](O)[C@@H]1O)C(C)C | -4%
CCOC(=O)c1c(C)[nH]c(C)c1S(=O)(=O)N1CCCC(C(=O)NCc2ccccc2Cl)C1 (stereo not given) | -22%
Cc1cccc(C(=O)NCCC(=O)NCCC(C)C)c1 | 25%
Cc1ccc(CNC(=O)C(=O)NCC(c2ccc3c(c2)OCO3)N2CCOCC2)cc1 (stereo not given) | ?
COc1ccc(C(=O)N2CC[C@@H]3CN(S(C)(=O)=O)[C@@H]3C2)c(OC)c1 | -20%
Cc1ccc(NC(=O)COC(=O)c2ccccc2C)cc1F | 3%
CC(C)(C)OC(=O)N1CCC(c2c(C(=O)NCCN3CCC(Cc4ccccc4)CC3)cnn2-c2ccc(F)cc2)CC1 | 0%
COc1ccccc1NC(=O)C1=C(C)Nc2c(C(=O)Nc3cccc(C)c3)cnn2C1c1ccccc1Cl (stereo not given) | ?
CCCCN(C)S(=O)(=O)c1cc(-c2cc(C)no2)ccc1C | -31%
NCCC(=O)N1CCC(n2nccc2NC(=O)c2cccc(F)c2)CC1 | -22%

# Continued.
compound | KDM5B inhibitor
CCCc1cc(=O)[nH]c(-n2nc(C)cc2NC(=O)CCc2ccccc2)n1 | -9%
COCCN1C(=O)c2ccccc2C(C(=O)N2CCSCC2)C12CCCC2 (stereo not given) | 15%
CCN1CCC(CNC(=O)c2cc(C)nc3cc(F)ccc23)CC1 | 0%
O=C(NCCCn1ccnc1)c1ccc2nc(-c3ccc(F)cc3)cn2c1 | 32µM*
Cc1cc(C)n2nc(SCC(=O)Nc3cccc(C(F)(F)F)c3)nc2n1 | -3%
Cc1cn(CC(=O)N2C[C@@H](NS(C)(=O)=O)[C@H](C(C)C)C2)c(=O)[nH]c1=O | -16%
O=C(c1cc(F)ccc1Cl)N1CCC2(CC1)NC(=O)N(Cc1ccccc1)C2=O | -8%
S=C(NC1CCCCC1)N1CCOCCOCCN(C(=S)NC2CCCCC2)CCOCC1 | 0%
O=C(N[C@@H]1CCC[C@@H]1C(=O)N1CCCCCC1)c1ccncc1 | -16%
COCCN1CC(C(=O)N2CCN(c3ncccc3C#N)CC2)CCC1=O (stereo not given) | 32µM*
C/C(=N/NC(=O)c1cc(-c2ccccc2)nc2c(Cl)cccc12)c1cccnc1 | 5%
Cc1ccc(CNC(=O)c2ccc(NC(=O)N3CCSc4ncccc43)cc2)cc1 | ?

# Marked active in KDM5B inhibitor, among the entries above:
compound | KDM5B inhibitor
Cc1c(CN2CCCC(C(=O)Nc3cccc(-c4cc5ccccc5[nH]4)c3)C2)cnn1C (stereo not given) | 28µM*
O=C(NCc1cccs1)c1ccc2nccn2c1 | 35µM*
CNC(=O)c1cccc(-c2cnc(Nc3cccc(C(F)(F)F)c3)c3c2CCO3)c1 | 13µM*
O=C(NCCCn1ccnc1)c1ccc2nc(-c3ccc(F)cc3)cn2c1 | 32µM*
COCCN1CC(C(=O)N2CCN(c3ncccc3C#N)CC2)CCC1=O (stereo not given) | 32µM*

# Following part
compound | KDM5B inhibitor
O=C(Nc1cccc(-c2cccc(Cl)c2)c1)C1CCN(Cc2ccc(CO)o2)CC1 | 9%
CN(C)C(=O)CCC(=O)N1CC[C@@](C)(O)[C@@H](Cc2ccccc2)C1 | -14%
COCc1nncn1C1CCN(S(=O)(=O)c2cc(F)ccc2OC)CC1 | 3%
Cc1ccccc1-c1c(C)oc2c(C)c(O)ccc2c1=O | -23%
O=C(Cn1c(=O)n(Cc2ccco2)c(=O)c2sc3ccccc3c21)Nc1ccccc1C(F)(F)F | ?
CC(Sc1nc(C(F)(F)F)nc2ccccc12)C(=O)Nc1ccc(F)cc1 (stereo not given) | -8%
C[C@@H](CO)N(Cc1cn(Cc2ccccc2)nn1)S(=O)(=O)c1ccccc1Br | 2%
CCN(CC)C(CNc1ncncn1)c1ccco1 (stereo not given) | -15%
CNC(=O)c1ccc2c(c1)NC(C)(CCCCc1ccccc1)CO2 (stereo not given) | 32µM*
CC1=C/C(=N/NC(=S)Nc2c(C)cccc2C)CC1 | -5%
Clc1cccc(Nc2nc(-c3ccncc3)nc3ccccc23)c1 | 29%
O=C(Oc1ccc2c(-c3cc4cc(Cl)ccc4oc3=O)cc(=O)oc2c1)N1CCOCC1 | 7%
COc1ccc(NC(=O)c2nnn(Cc3nc(-c4cc(OC)c(OC)c(OC)c4)oc3C)c2C)cc1 | -19%
Cc1c(Cl)cccc1NC(=O)CCn1nc(C)c2c(C)n(-c3ccccc3)nc2c1=O | -11%
CCc1ccc(NC(=O)c2c(CC)noc2C)cc1 | 11%
CCCCc1c(C)nc2c(-c3ccc(Cl)cc3)c(C)[nH]n2c1=O | ?
O=C(NCC1CCOCC1)c1ccsc1 | ?
CC(C)Oc1ccc2c(NC(=O)CN3CCCC3=O)nn(Cc3ccccc3)c2c1 | -19%
O=C(Cn1ncc2c3ccccc3n(Cc3ccccc3F)c2c1=O)NCCCc1ccccc1 | ?
COc1ccc(NC(=O)C2CCN(S(=O)(=O)c3c(C)noc3/C=C/c3ccco3)CC2)cc1 | ?
COC(=O)c1ccc(C)c(NC(=O)c2nn(C(C)C)c(=O)c3ccccc23)c1 | -7%
Cc1nc(-c2ccccc2)sc1-c1ccc(SCC(=O)Nc2ccccc2)nn1 | ?
CCCCCCn1nc(C(=O)OCC(=O)NCc2ccc(F)cc2)c2ccccc2c1=O | 3%
Cc1cc(N/N=C/c2ccccc2[N+](=O)[O-])nc(-n2nc(C)cc2C)n1 | ?

# Ordered by number of heavy atoms (ascending): four of the compounds above.
compound | KDM5B inhibitor
Cc1cc(N/N=C/c2ccccc2[N+](=O)[O-])nc(-n2nc(C)cc2C)n1 | ?
CC(C)Oc1ccc2c(NC(=O)CN3CCCC3=O)nn(Cc3ccccc3)c2c1 | -19%
Cc1c(Cl)cccc1NC(=O)CCn1nc(C)c2c(C)n(-c3ccccc3)nc2c1=O | -11%
COc1ccc(NC(=O)C2CCN(S(=O)(=O)c3c(C)noc3/C=C/c3ccco3)CC2)cc1 | ?

# (cont.)
compound | KDM5B inhibitor
O=C1C=CC(=CN(O)c2ccccc2)C=C1 | ?
CC1(c2cccnc2)N(Cc2ccccc2)C(=O)OC12CCN(C(=O)Cc1ccc3c(c1)OCO3)CC2 (stereo not given) | 14%
O=C(NCc1ccccc1)N1CCCC(c2noc(COc3ccccc3)n2)C1 (stereo not given) | -11%
Cc1ccc(SCc2nc(-c3ccc(C(=O)Nc4cc(C)ccc4C)cc3)oc2C)cc1 | 21%
C=CCOC(=O)C(C#N)c1nc2ccccc2nc1N1CCC(C)CC1 (stereo not given) | -6%
CC(=O)N1CCc2nc3sc(C(=O)Nc4ccc(Cl)cc4F)c(N)c3c(C(F)(F)F)c2C1 | -25%&-30%
O=C(c1ccc(F)cc1)N(CC1CCOC1)C1CC1 (stereo not given) | -12%
O=C(Nc1cccn2nc(C3CCC3)nc12)c1cccc(C(F)(F)F)c1 | -32%
CC1(C)[C@H](Cc2cc(COc3ccccc3)on2)C[C@@H]1NC1CCOCC1 | ?
COc1ccc(N(Cc2nnc3n2CCCCC3)C(=O)Nc2cccc(C)c2)cc1Cl | 5%
COc1ccc(NS(=O)(=O)c2ccc(-n3cccn3)cc2)cc1OC | -24%
CC(C)C(=O)Nc1ccc(C(=O)CSc2nnc(C3CC3)n2Cc2ccccc2)cc1 | -7%
CCCNC(=O)CNC(=O)CCC1CCCC1 | 5%
CCOc1ccc(CCNC(=O)C2CCN(c3ncnc4c3nc3n4CCCCC3)CC2)cc1 | ?
COc1ccccc1CNC(=O)c1cc2n(n1)CC(c1ccc(Cl)cc1)OC2 (stereo not given) | -11%
COCCOCC(=O)N1CCOc2ccc(CN3CCc4ccccc4C3)cc2C1 | -15%
CCOc1ccc(/C=C/c2nc(C#N)c(N3CCCCCC3)o2)cc1 | -22%
Cc1cc(C)n(-c2cccc(CN(C)C(=O)Cn3nnnc3CN3CCOCC3)c2)n1 | 31%
O=C(Cn1c(=O)nc(-c2ccccc2)c2cc(Cl)ccc21)NCc1ccc(Cl)cc1 | ?
